# Nrf2 ARE act – activators of Nrf2 (ARE) signaling | AREc32 ARE-luciferase reporter (MCF7-derived line), luminescence, 24 h | Potency, µM (series often up to 46.1 µM), without a hit: top-dose activation, actives largely listed as activators | 410,000 compounds, 0.31% hits | AID 624171; further: potency means the concentration at half of the fitted maximal effect; % of control where 0% means no effect; nearly all actives have a fitted effect of over 65% in size
#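 ARE-driven firefly luciferase activity in AREc32 cells measured after a 24 hr compound exposure at 37 deg C, using Steady-Glo reagent and a 30 min room-temperature hold.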
# Nrf2 inh – inhibitors of Nrf2 signaling | A549 ARE-Fluc reporter, luciferase luminescence, 18-24 h | Potency, µM (series often up to 46 µM), for the others: top-dose activity change, negative = inhibition, hits mostly inhibitors | AID 504444 | 360,000 compounds, 2.1% hits; further: potency means the concentration at half of the fitted maximal effect; on the % scale 0 is the no-effect control and ±100 the full control effect; nearly all actives have a fitted effect of over 60% in size
#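 Nrf2 function is reported as luminescence of an ARE-controlled luciferase in A549 cells. Compounds were tested at several concentrations, and a CellTiter-Fluor read on the same wells flagged cytotoxicity.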
# pAkt inh – inhibitors of Akt phosphorylation; Neuro2A IGF-stimulated pAkt S473 HTRF, 20 min; hits give low values; activity change, % for hits at 50 µM; 360,000 compounds, 0.32% hits; AID 651550; in the data active means activity change below about -80%; inconclusive means mostly about -51% to -80%; further: on the % scale 0 is the no-effect control and ±100 the full control effect
#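 Neuro2A cells in DMEM with 0.5% FBS, overnight at 37 deg C, given compound at single 50 µM final, then IGF (6 nM final) for 20 min at 37 deg C. Lysed; phospho-Akt Ser473 by HTRF after 24 h, 665/615 ratio.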
# A549 tox – kills or reduces viability of A549 cells in Nrf2 counter-screen. A549 ARE-Fluc cells, CellTiter-Fluor viability, 18-24 h. AID 504648. Potency, µM (highest dose often 46 µM), without a hit: at the highest dose activity change, negative = cytotoxicity, actives largely listed as inhibitors. 390,000 compounds, 0.16% hits; further: potency means the concentration at half of the fitted maximal effect; on the % scale 0 is the no-effect control and ±100 the full control effect
#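 A549 ARE_Fluc cells in 5% FBS OPTI-MEM were exposed to compounds in concentration-response for 18-24 h at 37 deg C. Viability was read by CellTiter-Fluor fluorescence (Ex 405/Em 525) after 30 min, before the luciferase read.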
# HepG2 viability – counter-screen for TGF-b inhibitors: cytotoxicity in HepG2 cells | HepG2 CAGA-GFP viability, ATP luminescence, 18 h | Potency, µM (doses to about 46.1 µM), inactives show at the top dose activity change, negative = cytotoxicity, actives largely listed as cytotoxic | 410,000 compounds, 0.76% hits; further: potency means the concentration at half of the fitted maximal effect; some results filed as inactive show a strong effect at the top dose
#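 CellTiter-Glo luminescence gave cytotoxicity after 18 hours at 37 degrees C. The cells were HepG2 CAGA-GFP in 1% FBS DMEM, stimulated with 500 pg/mL TGF-beta after compound addition. %Activity was normalised to no-cell wells (complete cell-killing) and DMSO (no toxicity), and curves were fitted and classified.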
# ATXN viability – reduces viability in counter-screen for ATXN expression inhibitors. Potency, µM (series often up to 56.7 µM), hits mostly cytotoxic. 400,000 compounds, 0.49% hits. S2 cells (HEK-293 line with an ATXN2-luciferase reporter) viability, CellTiter-Fluor protease fluorescence, 24 h; further: potency means the concentration at half of the fitted maximal effect; nearly all actives have a fitted effect of over 40% in size
# TGFb SMAD3 inh – blocks TGF-b signaling. HepG2 CAGA-GFP TGF-b/SMAD3 reporter, GFP fluorescence, 18 h; TGF-beta stimulated, 500 pg/mL final. Potency, µM (doses to about 46.1 µM), for the others: at the highest dose activity, negative = inhibition, hits mostly inhibitors. 410,000 compounds, 1.2% hits. AID 588855; further: potency means the concentration at half of the fitted maximal effect; on the % scale 0 is the no-effect control and ±100 the full control effect; nearly all actives have a fitted effect of over 65% in size
#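 Inhibition of TGF-beta-driven CAGA-GFP reporter expression in HEPG2 cells is measured by cellular GFP fluorescence after 18 h stimulation with 500 pg/mL recombinant TGF-beta in 1% FBS medium at 37 degrees C.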
# CCT chaperon mod – modulators of cytosolic chaperonin (CCT/TRiC) activity; activity change, % (no concentration beside the values), hits read low; 360,000 compounds, 0.3% hits; AID 651819; purified chaperonin ATPase assay, HTRF ADP detection, 30 min; in the data active means activity change below about -30%; further: on the % scale 0 is the no-effect control and ±100 the full control effect
#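 Nucleotide hydrolysis assay: TRiC at 20–40 nM final (set by batch activity) with 10 uM ATP, 30 min at 37 °C, in presence of 76 uM compound. Detection by competitive ADP HTRF, 30 min ambient.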
# MmCpn inh – blocks the Methanococcus maripaludis chaperonin Mm-Cpn. purified Mm-Cpn ATPase, ADP Transcreener TR-FRET. AID 504842. Potency, µM (doses to about 76.9 µM), for inactives: top-dose activity, negative = inhibition, actives largely listed as inhibitors. 330,000 compounds, 0.031% hits; further: potency means the concentration at half of the fitted maximal effect; on the % scale 0 is the no-effect control and ±100 the full control effect; nearly all actives have a fitted effect of over 80% in size
#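 Quantitative HTS used 25 nM Mm-CPN and 10 uM ATP in magnesium/KCl Tris buffer, pH 7.4, with 1 mM DTT. Hydrolysis ran 30 min at 37°C; ADP was read by HTRF.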
# The depositor's hits bear a star; i = inactive; ? = inconclusive; . = not tested or not shown; & = joins results of further samples; [ ] = another dose, or the depositor's remark. Unless noted, the call rests on the fitted dose curve; in most records, active means well fitted curve in the direction sought with a large enough effect; inconclusive means small, poorly fitted or top-dose-only effect, or another doubt; inactive means no such curve, though single readings can be large; an effect the other way counts as inactive or inconclusive. Compounds as they come; 4.4% or so of the library scored in one or more.
Compound | A549 tox | Nrf2 ARE act | CCT chaperon mod | ATXN viability | Nrf2 inh | MmCpn inh | TGFb SMAD3 inh | HepG2 viability | pAkt inh
COc1ccc(NC(=O)COC(=O)c2cc(OC)c(OC)c(OC)c2)c([N+](=O)[O-])c1 | -5.0% | 0.2% | -2.6 | i | 0.2% | 1.1% | 13.4% | -1.4% | i
Cc1nnc2n1N=CC=C(c1ccccc1)S2 | -11.3% | ? | -2.1 | . | ? | 0.5% | ? | -1.0% | .
CC1CCC2(CC1)NC(=O)N(NC(=O)CCc1c[nH]c3ccccc13)C2=O (stereo not drawn) | 0.5% | 0.1% | -0.2 | i | ? | -4.8% | 10.6% | 0.0% | i
O=C(CC1SC(=Nc2ccccc2)N(CCCCO)C1=O)NCc1ccccc1 (stereo not drawn) | -5.4% | 0.3% | -0.2 | i | 4.5% | -2.2% | -23.9% | -3.2% | i
O=C(NC1CCCc2ccccc21)C1CCN(S(=O)(=O)c2cnc[nH]2)CC1 (stereo not drawn) | 7.6% | 0.0% | -1.3 | i | 3.1% | 0.0% | 3.4% | -1.1% | i
Cc1ccc(NS(=O)(=O)c2ccc(-c3ccc(=O)[nH]n3)o2)cc1N(C)C | 3.0% | -0.7% | -3.0 | i | 5.3% | 1.3% | -11.4% | 1.5% | i
CCCCCCN1C[C@H](n2cc(COC(=O)c3ccccc3)nn2)[C@@H](O)C[C@@H]1c1ccc(Cl)cc1 | . | -4.8% | 0.5 | . | . | . | ? | -138.6% | i
COC(=O)Cn1c(C)c(C#N)c2ccccc21 | -0.4% | 2.9% | -2.3 | i | -9.0% | -1.1% | 22.4% | 1.0% | i
NC(c1cccc(F)c1)c1nc(-c2ccc(Cl)cc2)cs1 (stereo not drawn) | . | -0.2%[9.22 µM] | 0.1 | i | . | . | 2.8% | -16.5% | i
COC(=O)c1cc(C(=O)c2c(C)cc3ccccn23)cc([N+](=O)[O-])c1 | -19.4% | 0.4% | -0.1 | ? | ? | 0.2% | 3.2% | 2.4% | i
O=C(O)CCSCC(=O)Nc1c(C(=O)C2CC2)oc2ccccc12 | 0.2% | 0.5% | 1.4 | ? | . | -6.7% | -4.7% | 8.2% | -99.6%*
COc1cc2c(cc1OC)C1(Nc3c-2c(C)nn3-c2ccccc2)C(=O)Nc2ccccc21 (stereo not drawn) | -6.2% | 1.9% | 1.1 | i | -15.8% | -0.4% | -3.5% | -15.8% | i
O=C(COc1ccccc1)Nc1ccc(C(=O)OCc2cc(=O)n3nc(C4CC4)sc3n2)cc1 | 0.2% | -0.2% | . | i | . | . | -2.2% | 9.0% | .
Cc1ccc(-n2nc(C(N)=O)nc2-c2ccccc2)cc1 | 0.4% | -0.5% | -2.8 | i | -10.7% | 0.1% | 5.8% | 9.8% | i
CC(=O)O[C@@H]1[C@H](OC(=O)CC(C)C)c2c(ccc3ccc(=O)oc23)OC1(C)C | -13.4% | 3.9% | -3.7 | ? | -19.1% | 0.6% | -15.8% | -30.3% | i
Fc1ccc(Nc2c(-c3ccccn3)nc3ccc(Cl)cn23)cc1 | 0.0% | 2.9% | . | i | 4.1%[9.27 µM] | . | -21.0% | -2.4% | .
CS(=O)(=O)N(CC(=O)NCCSCc1ccccc1)c1cc(C(F)(F)F)ccc1Cl | 0.7% | 8.1% | . | i | -9.6% | . | ? | -4.8% | .
Cc1nc(SCC(=O)Nc2ccccc2C)cc(-c2ccccc2)n1 | 19.3% | -0.2% | . | . | 3.6% | . | 0.0% | -0.6% | .
Cc1c(C(=O)OCCOc2ccccc2)[nH]c2c1C(=O)CC(c1ccccc1)C2 (stereo not drawn) | -17.2% | 5.4% | . | . | ? | . | ? | -12.0% | .
Cc1nn(C)cc1CN(C)C(=O)c1ccc(OC2CCN(Cc3ccccn3)CC2)cc1 | 1.9% | 0.3% | -0.9 | i | 0.7% | 0.1% | -12.5% | -21.9% | i
O=C(Cc1cccs1)N1CCN=C1SCc1cccc(F)c1 | 0.7% | 3.5% | -2.3 | i | -9.7% | 0.0% | ? | -16.4% | i
Cc1ccc(/C=N/Nc2ccc(F)cc2)s1 | 8.0% | 3.5% | -0.7 | i | 21.1% | -0.8% | -4.7% | -10.5% | i
N/C(=N\c1nc2ccccc2o1)NC(=O)c1cccc(Cl)c1 | -15.8% | 0.3% | -2.6 | i | ? | -1.7% | -1.1% | 0.1% | i
O=C(CCC(=O)c1cccs1)OCC(=O)c1ccc(Cl)s1 | -4.6% | 0.1% | -0.6 | i | 4.7% | -1.4% | 11.8% | 2.4% | i
COc1cc(N)c(Cl)cc1C(=O)NC1CCN(Cc2ccccc2)CC1 | -6.3% | -0.2% | 0.8 | ? | -6.2% | . | 34.5%[activator] | 0.6% | i
CN(CC(=O)Nc1ccc(F)cc1[N+](=O)[O-])Cc1ccccc1 | -7.8% | -0.2% | -0.6 | i | -30.6% | 1.9% | -7.5% | 1.7% | i
CCOC(=O)c1c(NC(=O)c2cc(-c3cccc(OC)c3)on2)sc2c1CCCC2 | -6.0% | -0.2% | . | . | 15.9% | . | 0.0% | -11.1% | .
Cc1cccc(NC2CNC(=O)NC2=O)c1 (stereo not drawn) | 1.0% | 0.2% | -1.9 | i | 12.0% | . | 21.6% | 9.1% | i
CCNc1nc(NCC)nc(Oc2ccc(C(=O)OC)cc2)n1 | 11.6% | -0.5% | -2.8 | i | 4.4% | 0.1% | 15.4% | 15.2% | i
O=C1/C(=C/c2cccnc2)SC(=S)N1c1ccc(F)cc1 | 13.3% | 0.6% | 2.9 | i | 4.1% | 1.4% | -3.4% | -13.1% | i
CC(C)c1nnc(NC(=O)Cc2ccc(Br)cc2)s1 | -2.5% | 0.1% | -0.8 | i | 9.7% | 0.1% | ? | 1.2% | i
COc1ccc(OCCCC(=O)Nc2cc([N+](=O)[O-])ccc2C)cc1 | -19.3% | -0.4% | -43.9* | i | ? | -1.1% | -12.2% | -16.6% | i
CCOc1ccc(NS(=O)(=O)c2cc(NC(=O)CCNC(=O)c3ccco3)ccc2OC)cc1 | -0.8% | -0.3% | -1.1 | i | -11.9% | . | ? | 12.5% | i
COc1ccc(OC)c(/C=N\NC(=O)CSc2nnc(CCCc3ccc(OC)c(C)c3)o2)c1 | -13.6% | -0.2% | -0.9 | i | ? | . | -5.8% | -0.5% | i
CC1(C)CC(CCC(=O)NC(=S)Nc2ccccc2Cl)C(=O)O1 (stereo not drawn) | 7.4% | -0.4% | -10.6 | ? | 9.8% | -2.9% | 2.2% | 1.5% | i
O=S(=O)(Nc1ccc(O)c(NS(=O)(=O)c2ccccc2)c1)c1ccccc1 | 1.2%&3.1% | ? | 0.1 | i | 0.1%&6.8% | -7.8% | 0.0% | -2.0% | i
c1ccc2c3nnc4n(c-3nc2c1)CCCS4 | 0.9%[1.84 µM] | 0.0% | -4.0 | i | 4.0% | -0.6% | 2.7% | -11.2% | i
CCc1ccccc1NC(=O)c1cn(C)c(=O)c2ccccc12 | -11.8% | -0.4% | . | i | -14.4%[9.27 µM] | . | -14.9% | -16.4% | .
Cc1cc(C)n2nc(C(=O)OCC(=O)Nc3ccc4c(c3)OCO4)nc2n1 | -1.1% | 0.0% | -0.7 | i | 6.9% | 0.4% | 16.6% | -22.3% | i
CCc1ccccc1NC(=O)CN(C)C(=O)CSc1nn(-c2ccccc2)c(=S)s1 | 0.7% | -0.2% | -1.8 | i | 6.2% | 1.2% | 3.5% | 6.3% | i
COC(=O)c1cc(S(=O)(=O)N2CCCC(C)C2)c[nH]1 (stereo not drawn) | 1.4% | -0.5% | -1.9 | i | -4.3% | 1.8% | 1.0% | -8.9% | i
CN(N)c1nc(C(F)(F)F)nc2ccccc12 | 0.5% | -0.4% | -1.2 | i | -10.1% | -1.3% | 16.2% | 6.6% | i
CCc1ccc(C2NC(=O)c3ccccc3O2)cc1 (stereo not drawn) | 0.4% | -2.5% | -2.7 | i | -4.1% | 0.2% | 12.0% | -0.4% | i
O=C(Cn1ncc2c3ccccc3n(Cc3ccc(Cl)cc3)c2c1=O)NCCC1=CCCCC1 | -0.6% | 0.1% | . | i | 14.1% | . | 1.1% | 5.5% | .
COc1cccc2c(=O)n(CC(=O)Nc3ccccc3F)ccc12 | -0.9% | 1.9% | 0.6 | i | 4.8% | -8.3% | 1.4% | -0.4% | i
O=C(Nc1nccs1)C1CCCN1S(=O)(=O)c1ccc(F)cc1 (stereo not drawn) | 7.8% | -0.4% | -1.5 | i | . | 0.3% | -16.9% | -6.9% | i
CC1CN(S(=O)(=O)c2cccc(C(=O)NCCc3ccc(S(N)(=O)=O)cc3)c2)CC(C)O1 (stereo not drawn) | 3.9% | 4.5% | -1.5 | i | 1.3% | 1.2% | -0.8% | 7.3% | i
COc1ccc(CCNC(=O)CCC(=O)NC2CCCC(C)C2C)cc1OC (stereo not drawn) | 3.9% | 0.2% | 0.0 | i | -6.9% | -1.4% | 1.1% | -6.9% | i
COc1ccc(NC(=O)CSc2nnc(-c3ccncc3)n2CC2CCCO2)c(OC)c1 (stereo not drawn) | -4.3% | -0.3% | -1.4 | i | -11.3% | 0.2% | 17.2% | -0.9% | i
Cc1cccc(NC(=O)C2CCCN(c3ncnc4c3nc3n4CCCCC3)C2)n1 (stereo not drawn) | 0.4% | -0.8% | -5.4 | ? | -15.0% | 1.0% | -12.9% | -23.0% | i
CCOC(=O)/C(C#N)=N/Nc1ccccc1C#N | ? | 0.0% | -2.1 | i | -1.1% | 0.1% | -1.4% | -27.2% | i

# High-throughput results from PubChem BioAssay.
